Screens: PubChem BioAssay, Fisher Drug Discovery Resource Center
mcGAS RapidFire = mouse cGAS inhibition by mass spec; Q8C6L5; recombinant mouse cGAS, cGAMP by RapidFire MS; inhibition, % at 12.5 µM; 130,000 tested, 0.18% active;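 active = inhibition of cGAS enzyme activity at or above 60%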;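 note: enzyme stimulated by 45 bp dsDNA with ATP and GTP substrates; cGAMP share of summed cGAMP plus half ATP and half GTP signals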
Target sequence (Q8C6L5 whole entry, looked up): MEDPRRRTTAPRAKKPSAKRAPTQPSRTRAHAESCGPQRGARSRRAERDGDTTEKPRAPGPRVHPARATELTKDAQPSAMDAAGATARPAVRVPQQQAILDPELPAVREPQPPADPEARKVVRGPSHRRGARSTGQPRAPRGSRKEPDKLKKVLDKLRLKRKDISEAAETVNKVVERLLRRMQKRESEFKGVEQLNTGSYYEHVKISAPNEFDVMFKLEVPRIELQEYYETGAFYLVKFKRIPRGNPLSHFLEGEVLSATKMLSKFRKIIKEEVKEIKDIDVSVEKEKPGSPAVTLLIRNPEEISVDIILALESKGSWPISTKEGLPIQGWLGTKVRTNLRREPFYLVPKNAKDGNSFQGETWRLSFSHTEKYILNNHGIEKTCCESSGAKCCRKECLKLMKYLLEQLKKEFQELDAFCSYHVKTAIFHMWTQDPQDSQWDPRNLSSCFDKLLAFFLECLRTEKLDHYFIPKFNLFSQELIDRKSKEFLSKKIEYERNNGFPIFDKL
The depositor's hits bear a star; & = joins results of further samples.

SMILES	mcGAS RapidFire
CNc1nc(Nc2cc(C)ccc2C)c2nccnc2n1	-3.2
COc1cccc(C2CCCN2C(=O)Nc2n[nH]c(C3CCCCC3)n2)c1 (stereo unspecified)	-11.2
c1ccc(Cc2nn3cc(-c4ccccc4)c4c3n2CCCC4)cc1	0.2
O=[N+]([O-])c1ccc2c(c1)CCN2Cc1cc2c(cc1Br)OCO2	-8.3
CC(C)=CCn1ccc2c1CCCC2C(=O)NCc1ccc(F)cc1F (stereo unspecified)	-5.8
Nc1nc(Nc2cccc(Cl)c2)nc(NCCO)c1[N+](=O)[O-]	1.1
COc1cc(COc2ccc(CN(C(=O)c3cc4nc(C)cc(C)n4n3)[C@H]3CCCCNC3=O)cc2)cc(OC)c1	0.2
O=C(O)c1csc(/C=C/c2ccc(F)c(F)c2)n1	-0.3
CC(c1cccc(-c2c(-c3ccccc3)ncn2Cc2ncc[nH]2)c1)N(C)C (stereo unspecified)	-7.3
Cc1ccc(C)c(C(C)NC(=O)Cn2cnc3c(cnn3C)c2=O)c1 (stereo unspecified)	-12.8
COCC(Br)=C=CCN(C)C	0.5
Cc1c(NCC#Cc2ccc(Cl)cc2)cccc1C(N)=O	-9.5
CC(=O)Nc1ccc(CN2C(=O)C(C)ON=C2c2ncccc2C)cc1 (stereo unspecified)	10.0
Cc1cc(=O)oc(C)c1C(=O)N(C)C1CCCCC1	-6.0
O=C(NCc1ccc(Cl)cc1Cl)c1cccc(N2C(=O)CCC2=O)c1	-2.0
CCC(CC)NC1CC(=O)N(CC)C1 (stereo unspecified)	-0.8
CCCC(=O)N1CCCCC1C(=O)NC(C)CCC1CCCO1 (stereo unspecified)	-5.5
Clc1cc2c(c(CSc3nnc(-c4ccccc4)c4ccccc34)c1)OCOC2	-8.1
Cc1cc(=O)[nH]c(-n2ncc(C(=O)Nc3ccc(F)cc3F)c2C)n1	-5.9
CC(OC(=O)CCN1CCCS1(=O)=O)c1ccc2c(c1)Nc1ccccc1S2 (stereo unspecified)	-4.6&6.3

Taken from the listing for reference:
SMILES	mcGAS RapidFire
CC(c1cccc(-c2c(-c3ccccc3)ncn2Cc2ncc[nH]2)c1)N(C)C (stereo unspecified)	-7.3
Cc1ccc(C)c(C(C)NC(=O)Cn2cnc3c(cnn3C)c2=O)c1 (stereo unspecified)	-12.8
COCC(Br)=C=CCN(C)C	0.5

(list continues)
SMILES	mcGAS RapidFire
COc1cccc2cc(C(=O)NCCC3CCCCN3S(=O)(=O)c3ccc(C)cc3)oc12 (stereo unspecified)	-5.4
CCc1c(C)nn(CC(=O)N2CCC3(CCCNC3)C2)c1C (stereo unspecified)	2.6
CC(C)(C)C1CC2CC(=O)CC(C1)C2=O (stereo unspecified)	-6.5
CCSc1nc(CC(=O)NC[C@H]2CCc3ccccc3O2)cs1	-7.2
O=S(=O)(NC1(c2ccccc2)CCOCC1)c1ccccc1F	-8.3
CC(=O)Nc1ccc(Cl)cc1NCc1nccn1Cc1ccccc1	3.1
Cc1cc(NC(=O)COc2ncnc3sccc23)no1	1.1
CC(Cn1cccn1)OC(=O)c1cc(C(C)C)nn1C (stereo unspecified)	-2.9
Fc1ccccc1N1CCN(Cn2cnc3ccccc32)CC1	-38.3
CCc1nnc(CN2CCCC3(CCCCCC3)C2)o1	0.8
CCC1(C)NC(=O)N(/N=C2\CCCOc3ccc(F)cc32)C1=O (stereo unspecified)	-3.7
COC(=O)NNc1ncnc2c1nnn2C	-7.9
Sc1c(Cl)cccc1Cl	16.2
Cc1[nH]c2ccccc2c1CC(=O)N(Cc1nccn1C)C1CC1	-17.7
NC(=O)C1CCN(C(=O)OCC(F)(F)F)CC1	-2.5
Cc1ccc(S(=O)(=O)Nc2cc3c(cc2Cl)NC(=O)C3)cc1	-6.8&-2.7
CC(C)C(N)c1csc(Nc2ccccn2)n1 (stereo unspecified)	-9.0
CC(C)C1CN(C(=O)Cn2ccccc2=O)CCCN1Cc1ccc(F)cc1 (stereo unspecified)	-17.1
Cc1noc(C)c1CCC(=O)O	-1.6
Cc1nnc(NCC(C)(C)N2CC(C)OC(C)C2)c(C#N)c1C (stereo unspecified)	-3.8

Another view of some results above.
| compound | mcGAS RapidFire |
| --- | --- |
| CC(=O)Nc1ccc(Cl)cc1NCc1nccn1Cc1ccccc1 | 3.1 |
| Cc1cc(NC(=O)COc2ncnc3sccc23)no1 | 1.1 |

Going on with the list:
SMILES	mcGAS RapidFire
O=C(c1cc([N+](=O)[O-])ccc1Cl)N1CCN(c2ccc(F)cc2)CC1	-4.6
Nc1nc(COC(=O)CC23CC4CC(CC(Br)(C4)C2)C3)nc2ccccc12	-9.5
CCC1CN(C(=O)CCN2CCN(c3ccccn3)CC2)CCS1 (stereo unspecified)	-10.8
CCN(Cc1ccc(C(=O)Nc2ccnn2C)cc1)Cc1noc(C)n1	-1.7
C#CCN(Cc1cccnc1)C(=O)Nc1ccn(CCCC(=O)N(C)C)n1	-1.8
COc1cc(C=C2SC(=S)NC2=O)ccc1OC(C)C	11.0
Cc1ccc(Nc2nc(N3CCN(c4cccc(Cl)c4)CC3)nc3nccnc23)c(C)c1	-5.1
C=Cc1ccc(Cn2c(C)c(C(=O)NCc3cccc4ccccc34)sc2=O)cc1	-7.3
Cc1nn(C)cc1-c1ccnc(N2CCCN(c3ccc(F)cc3)CC2)n1	-7.9
CCCCN(C)c1ccc(NC(=O)N2CCN(CC(N)=O)CC2)cc1	-3.1
O=C(C1=C(N2CCOCC2)Cc2ccccc21)c1ccc(Cl)cc1	-9.7
[O-][n+]1c2ccccc2[n+]([O-])c2cc(O)ccc21	-2.1
Cc1ccc(N2CCC(C(=O)NCC(C)C)C2=O)c(Cl)c1 (stereo unspecified)	-4.3
CC(C)Cc1ccc(C(NCc2nnc(C(C)C)o2)C(C)C)cc1 (stereo unspecified)	-5.6
COc1cccc(NC(=O)NCCNc2ccc(Nc3cccc(C)n3)nn2)c1	-14.1
O=C(NCc1ccc(Cl)cc1)NCC1CNCCOC1 (stereo unspecified)	0.3
O=C(CCN1CCCCO1)N1CCCC(CNS(=O)(=O)c2cccs2)C1 (stereo unspecified)	-3.5
Cc1ccc(CNC(=O)CCn2cnc3sccc3c2=O)cc1	-11.5
CCc1nc(C)ccc1OCC(=O)N1CCCC2(CN(C)C(=O)O2)C1 (stereo unspecified)	0.7
CC(C)c1ccccc1NC(=O)CN1C(=O)C(Oc2ccccc2)C1c1ccccn1 (stereo unspecified)	-9.3
CCc1noc(C)c1C(=O)Nc1cc(C(=O)O)ccc1Cl	1.4
CCOC(=O)Cn1c(=NC(=O)c2cc(C)n(CC)n2)sc2cc(F)ccc21	9.6
Cc1ccc(C2=NN(C(=O)Cn3cnc4sc5c(c4c3=O)CCC5)C(c3ccco3)C2)o1 (stereo unspecified)	-48.8
CNc1ncc(C(F)(F)F)cc1Cl	-0.7
N#CC1C(=N)C(C#N)(C#N)C2(CCC3(CC2)OCCO3)C2CC3(CC=C12)OCCO3 (stereo unspecified)	-8.0
CC1(C)S[C@@H]2[C@H](NC(=O)[C@H](N)c3ccccc3)C(=O)N2[C@H]1C(=O)O	-1.6&0.6
N#CC(C#N)=Cc1cn(CCC(=O)O)nc1-c1cccc(Cl)c1	-7.7
Cc1cc(C)n2c(=S)n(CN3CCOC(C)C3)nc2n1 (stereo unspecified)	-5.8
Cc1cccnc1N1CCN(C(=O)[C@@]23CC[C@@](C)(OC2=O)C3(C)C)CC1	-10.0
Cc1ccc(-c2nc(CN3CCCC(N4CCNC4=O)C3)cs2)o1 (stereo unspecified)	-1.1
CC(C)CC(=O)Nc1cc(Br)ccc1-n1cncn1	-1.9
O=c1[nH]sc2ccccc12	-12.2
O=C(O)c1sc(-c2ccccc2)cc1NC(=O)C1CC1	32.2
COC(=O)c1sc(C)cc1NC(C)=O	-10.9
CC(C)Oc1cc(N2CC[C@@H](O)C2)nc(N)n1	-8.3
Cc1nnc2sc(COc3ccc(Cl)cc3Cl)nn2c1=O	-4.9
Cc1nc(SCC(=O)c2cccs2)c(C#N)c(C)c1C	-3.2
CCc1cc(NS(=O)(=O)c2cc(C(=O)OC)n(C)c2)n[nH]1	-1.4
C/C(=N/OC(=O)c1cccc([N+](=O)[O-])c1)c1cccn1C	-0.1
CC(C)(C)c1ccc(O)c(CN2CCOC3(CNCCOC3)C2)c1 (stereo unspecified)	-19.4
Cc1cccc2sc(NC(=O)C3CC4CCC3C4)nc12 (stereo unspecified)	-11.5
COc1cc(C(O)(c2nc3ccccc3s2)C(F)(F)F)c(OC)cc1N (stereo unspecified)	-0.3
CCOC(=O)C1CCc2sc(NC(=O)c3csc(-c4cc5ccccc5[nH]4)n3)nc21 (stereo unspecified)	0.4
CNc1cnc(-c2cc(OC)ccc2OC)cn1	-0.9
COc1cccc(CN(C)C(=O)c2sc(=O)n(Cc3c(C)cccc3C)c2C)c1	-9.2
Nc1nc(N)nc(COC(=O)c2cccs2)n1	4.2
O=C(CCCn1cncn1)NC1CCCc2nc(-c3ccccc3)ncc21 (stereo unspecified)	-4.5
Cc1nc2n(n1)C(=O)C(C(c1ccc(Cl)cc1)N1CCN(CCO)CC1)S2 (stereo unspecified)	-8.4
Cc1cnc(-c2cccc(NC(=O)N3CCC4CCC(C3)N4C)c2)o1 (stereo unspecified)	-6.1
O=C(Nc1ccc(Br)c(C(F)(F)F)c1)C1=COCCO1	11.0
CCOC(=O)C1CCCN(C(=O)CC2CSc3nc4c(c(=O)n32)CCC4)C1 (stereo unspecified)	-6.3
Cc1ccsc1[C@@H]1CCN(Cc2ccc(CN(C)S(C)(=O)=O)o2)C[C@H]1O	-29.2
O=C(Nc1sc2c(c1C(=O)Nc1ccccc1)CCCC2)c1ccccc1Cl	-1.8
CCc1cc(N2CCCCC2CCO)nc(-c2ccncc2)n1 (stereo unspecified)	-6.1
Cc1c(C(=O)N2CCC(C(=O)NC3CC3)CC2)oc2ccc(Cl)cc12	-14.0
Cc1onc2c(=O)n(C)nc(C(=O)N3CCN(C)CC3C)c12 (stereo unspecified)	-3.0
Cc1nnc(SCC(=O)NC(c2ccc(Cl)cc2)c2cccnc2)s1 (stereo unspecified)	-12.9
CCCN(Cc1nnc(-c2ccco2)o1)C(=O)CNC(=O)C12CC3CC(CC(C3)C1)C2	-1.6
CCN(CC)C(=O)c1cccc(-c2ccc3c(c2)COCC(=O)N3CCN2CCOCC2)c1	7.4
CCn1c(C)nnc1CN(C)C1CCN(CCc2ccncc2)C1 (stereo unspecified)	-55.8

Taken from above:
For mcGAS RapidFire, `CNc1cnc(-c2cc(OC)ccc2OC)cn1` has -0.9
For mcGAS RapidFire, `Cc1cccc2sc(NC(=O)C3CC4CCC3C4)nc12` (stereo unspecified) has -11.5
For mcGAS RapidFire, `CCc1cc(N2CCCCC2CCO)nc(-c2ccncc2)n1` (stereo unspecified) has -6.1
For mcGAS RapidFire, `Cc1cnc(-c2cccc(NC(=O)N3CCC4CCC(C3)N4C)c2)o1` (stereo unspecified) has -6.1
For mcGAS RapidFire, `Cc1onc2c(=O)n(C)nc(C(=O)N3CCN(C)CC3C)c12` (stereo unspecified) has -3.0
For mcGAS RapidFire, `Cc1c(C(=O)N2CCC(C(=O)NC3CC3)CC2)oc2ccc(Cl)cc12` has -14.0
For mcGAS RapidFire, `O=C(Nc1sc2c(c1C(=O)Nc1ccccc1)CCCC2)c1ccccc1Cl` has -1.8

(more compounds)
SMILES	mcGAS RapidFire
Cc1cccc(C)c1OC1CN(C(=O)CCn2cncn2)C1	-20.9
COc1cc(C=NNc2nc(C)cc(=O)[nH]2)cc(OC)c1O	-2.4
O=S1(=O)CCC(N2C(=S)SC3CS(=O)(=O)CC32)C1 (stereo unspecified)	-9.8
O=C(c1cnc(N2CCC3CCCCC32)c(Cl)c1)N1CCOCC1 (stereo unspecified)	-7.0
OCCn1ccnc1-c1cnc(NCC2CCCO2)nc1 (stereo unspecified)	-0.4
CCOC(=O)C1(CCOc2ccccc2)CCN(Cc2cccc3nccnc23)CC1	-3.2
CCOC(=O)C1CCN(C(c2ccc(F)cc2)c2c(O)cc(C)n(Cc3ccccc3)c2=O)CC1 (stereo unspecified)	-14.2
COCCNC(=O)C1(C)CCCN(Cc2cc(-c3ccccc3)nn2C)C1 (stereo unspecified)	-5.8
CC(=O)N1CCc2c(sc(NC(=O)C(C)(C)C)c2-c2nc3ccccc3s2)C1	10.3

Ordered by molar mass (ascending): some entries from above.
SMILES	mcGAS RapidFire
O=S1(=O)CCC(N2C(=S)SC3CS(=O)(=O)CC32)C1 (stereo unspecified)	-9.8
COCCNC(=O)C1(C)CCCN(Cc2cc(-c3ccccc3)nn2C)C1 (stereo unspecified)	-5.8
CC(=O)N1CCc2c(sc(NC(=O)C(C)(C)C)c2-c2nc3ccccc3s2)C1	10.3

A portion of the library. The share of hits here may be higher or lower than overall.
